Dicer processing: blocks human Dicer maturation of pre-miR-21 | Q9UPY3 | cat-ELCCA pre-miR-21 Dicer processing, chemiluminescence; hits give high values | z-score at 25 µM | actives 6% (n = 47,000); in the data active means z-score above about 3, passing the limit was not always enough;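 further: plate controls were vehicle for no effect and no enzyme for full effect; higher signal means more uncleaved substrate so more Dicer inhibition; strong numbers were not always called active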
* marks the source's active call; other numbers are inactive results. The list is partial (hit frequency here may not be typical).

SMILES | Dicer processing
CCCCN1C(=O)C2ON(c3ccccc3)C(c3cccs3)C2C1=O (stereo not drawn) | -1.26
O=C1c2ccccc2C(=O)N1CNc1ccc(Oc2ccc(Cl)cc2)cc1 | 5.27
CCC(=O)OCCC(=O)N1C=Cc2ccccc2C1C#N (stereo not drawn) | -0.5
COc1ccc(/C(O)=C2\C(=O)C(=O)N(CCCN(C)C)C2c2ccc(Br)cc2)cc1 (stereo not drawn) | 1.16
Cc1c(NC(=O)Oc2ccccc2)sc(=S)n1C | -0.58
Clc1cccc(Cl)c1CSc1nc2ccccc2n2cccc12 | -0.6
O=C(Nc1ccccc1)C1Sc2nnc(-c3ccccc3)n2NC1c1ccc(F)cc1 (stereo not drawn) | 0.09
Cc1nc2c(cnn2-c2ccccc2)c(=O)n1/N=C/c1ccc(Cl)cc1 | 3.18*
COc1ccc(/C=C(/C(=O)c2ccccc2OCc2ccccc2)[N+](=O)[O-])cc1 | 0.2
OC[C@H]1O[C@@H](n2cnc3c(NC4CCCCC4)ncnc32)[C@H](O)[C@@H]1O | -0.87
Cc1csc2sc(-c3ccnc(SCC(=O)c4ccccc4)n3)c(C)c12 | 0.84
Clc1ccccc1Sc1ccc(-c2ccccn2)s1 | 29.9
Cc1oc2c(cc(O)c3ccccc32)c1C(=O)O | -4.16
C=CCc1c(C)nc(SC)nc1Nc1ccc(C(=O)OCC)cc1 | -0.05
COc1ccc(Nc2cc(C)nc3ccc(OC)cc23)cc1 | 2.75
COc1ccc(OC)c(C2CC(c3ccc(OC)c(OC)c3)=NN2S(=O)(=O)c2ccccc2)c1 (stereo not drawn) | -1.28
O=C1c2cc(S(=O)(=O)N3CCCCC3)cc([N+](=O)[O-])c2-c2c1cc(S(=O)(=O)N1CCCCC1)cc2[N+](=O)[O-] | 0.06
CCCC(=O)N(c1cc2sc(=O)oc2c2ccccc12)S(=O)(=O)c1cccs1 | -4.96
CC(=O)N1CCN(CCn2c(C)c3c(=O)n(-c4nc5ccccc5s4)[nH]c3cc2=O)CC1 | -0.51
O=C(CC(SCc1ccco1)c1ccc(Cl)cc1)c1ccco1 (stereo not drawn) | 0.13
NC(=S)CCn1cccc(C(F)(F)F)c1=O | -1.72
CCOc1ccc2nc(SC3CC(=O)N(c4ccc(OC)cc4)C3=O)nc(C)c2c1 (stereo not drawn) | 8.59
Cn1ccnc1S(=O)(=O)/C(C#N)=C/c1ccccc1Cl | 0.02
COC(=O)c1ccc(CNC(=O)Nc2ccc(C(=O)OC)cc2C)cc1 | -2.09
N#C/C(=C\c1ccc(-c2ccccc2)cc1)C(N)=O | 0.32
CCOC(=O)c1[nH]c(C)c(CCC(=O)O)c1C | 2.57
CCOc1ccc2c(=O)c(Oc3ccccc3Cl)coc2c1 | 0.32
COc1ccc(/C=C2\OC(=O)c3c2cc(C)[nH]c3=S)cc1 | 1.44
O=C1CC2(CCCC2)C(=O)N1c1ccc(OC(F)(F)F)cc1 | -0.75
CCCOc1cccc(C2Nc3ccccc3NC3=C2C(=O)CC(C)(C)C3)c1 (stereo not drawn) | -2.61
COC(=O)C(O)(NS(=O)(=O)c1ccc(C)cc1)C(F)(F)F (stereo not drawn) | 0.35
N#Cc1c(-c2ccco2)cc(-c2cccs2)nc1OCc1ccc(F)cc1 | 0.91
S=C(NCCc1ccccc1)NC1CC2C=CC1C2 (stereo not drawn) | -0.15
COc1ccc(C(=O)CC(=O)c2cc(Cl)ccc2O)cc1OC | -0.7
COc1ccc(CCNC(=O)C(Sc2ccc(Cl)cc2)c2ccccc2)cc1OC (stereo not drawn) | -0.71
Cc1nc(C(F)(F)F)ccc1C(=O)Oc1ccc2c(c1)OCO2 | -0.52
CCN1C(=O)C(O)(c2c(C)[nH]c3ccccc23)c2ccccc21 (stereo not drawn) | 1.04
Cc1ccc(-c2nnc3c4ccccc4c(C)nn23)cc1S(=O)(=O)NCC1CCCO1 (stereo not drawn) | 2.4
Clc1ccc(Oc2ccccc2-n2nncc2-c2ccccc2)c(Cl)c1 | -0.27
O=[N+]([O-])c1ccsc1Oc1ccc(Cl)cc1Cl | 4.2*
CCn1c(=O)c(-c2ccccc2)c(O)c2ccccc21 | -1.26
COc1ccc(CC(CC(=O)O)C(=O)O)cc1 (stereo not drawn) | -0.94
CCOC(=O)C1(CCC#N)C(=O)C=C(c2ccc(OC)cc2)CC1c1ccc2ccccc2c1 (stereo not drawn) | 0.56
CS(=O)(=N/C=C(\C#N)C(=O)c1cccs1)c1ccc(Cl)cc1 (stereo not drawn) | -0.01
CCOc1ccc2c(c1)C(OC(C)=O)C(C)(C)C(c1ccc(Br)cc1)N2 (stereo not drawn) | 1.62
Cc1nnc(SCc2ccc(C(=O)O)cc2)s1 | -0.47
CCOc1ccccc1C1C(C#N)=C(N)Oc2n[nH]c(-c3ccc4c(c3)OCO4)c21 (stereo not drawn) | -4.5
Fc1ccccc1CNCc1ccc2c(c1)OCO2 | 0.79
O=C(Nc1ccc(Cl)cc1)Sc1ccccc1Cl | -0.51
CCOC(=O)c1cc(-c2ccccc2)sc1N | -7.71
Cc1ccc2c(c1)c(C)c(C)n2CC(O)CN1CCCCC1C (stereo not drawn) | 3.64*
CCn1c(NCc2ccncc2)nc2ccccc21 | 1.99
CC(C)C[C@H](NC(=O)[C@H](O)[C@H](N)Cc1ccccc1)C(=O)O | -1.61
COc1cccc(N2Cc3ccccc3C2)c1 | 0.48
COc1ccc(S(=O)(=O)NCCSCc2ccco2)cc1 | 0.01
O=S(=O)(Cc1ccco1)Cc1nc(-c2ccc(-c3ccccc3)cc2)cs1 | -0.3
CCOC(=O)C(C)Oc1ccc2c(=O)c(Oc3cc(C)cc(C)c3)coc2c1 (stereo not drawn) | -0.13
CCOC(=O)C(=CNc1c(C)csc1C(=O)OC)C(=O)OCC | -1.15
O=C(NCCc1ccccn1)c1nc2ccccc2c(=O)[nH]1 | 0
CCOc1cc(C2Nc3ccccc3NC3=C2C(=O)CC(c2ccccc2)C3)cc(Cl)c1O (stereo not drawn) | 1.14

(next part)
SMILES | Dicer processing
Cc1cc2ncc(-c3cnc(SCCS(=O)(=O)c4ccc(Cl)cc4)nc3)c(C)n2n1 | 1.29
COCCNCCn1cnc2c1c(=O)[nH]c(=O)n2C | 1.54
O=C(CCc1nc2ccccc2[nH]c1=O)OCc1ccc(Cl)cc1 | 0.95
CC(=O)Oc1ccc(-c2nc3ccc(C(=O)O)cc3s2)cc1 | 0.17
COc1ccc2c(=O)c(Oc3cc(C)ccc3C)coc2c1 | 0.91
O=C1N=C(O)CN1/N=C/c1ccc(-c2ccc([N+](=O)[O-])cc2)o1 | -1.14
Cc1cc(NC(=O)c2cc3c(s2)-c2ccccc2CC3)ccc1Br | 1.01
Cc1cccc2c1N(C(=O)c1cc(C(F)(F)F)cc(C(F)(F)F)c1)CCC2 | 0.02
Cc1cccc(C)c1NC(=S)N1CC(C)OC(C)C1 (stereo not drawn) | -1.17
Nc1ccc(-c2nc3c(Cl)c(N)ccc3[nH]2)cc1 | 3.41*
COc1ccc(-c2noc(CSc3nc(N)c(-c4ccccc4)c(=O)[nH]3)n2)cc1 | 3.91*
CNC(=S)N1CCOC1c1ccc([N+](=O)[O-])s1 (stereo not drawn) | -1.22
CCN(CC)S(=O)(=O)c1ccc2c(c1)Cc1cc(S(=O)(=O)N(CC)CC)ccc1-2 | 1.99
O=C(O)c1ccc(-n2nnnc2SCC(=O)N2CCOCC2)cc1 | 0.41
Cc1sc2ncnc(Oc3ccc4ccccc4c3)c2c1C | -1.07
Cn1ncc2c(N3CCOCC3)ncnc21 | 0.37
CCC(C)Sc1scc(-c2ccc(Cl)cc2)c1C#N (stereo not drawn) | 0.21
O=c1c(Cl)c(Oc2cccc(C(F)(F)F)c2)cnn1-c1ccccc1 | -0.68
Cn1nc(C(C)(C)C)cc1C(=O)NNC(=O)c1cccc(Cl)c1 | -4.46
COC(=O)c1cnn(-c2ccc(F)cc2F)c1/C=N/NC(N)=S | -0.83
C=C(C)Cn1c(-c2ccc(OC)c(OC)c2)nc2ccccc21 | 0.41
COc1ccccc1Oc1ccc(C(F)(F)F)cc1NC(=O)c1sc2ccccc2c1Cl | -0.13
CCN(CC)C(=O)CSc1nnc2nnc3cc(Cl)ccc3n12 | -1
O=C(Nc1nc2n(n1)C(c1ccc(F)cc1)C=C(c1ccc(Cl)cc1)N2)c1cccs1 (stereo not drawn) | 17.1*
CC(=O)Nc1ccc(-n2sc3c(c2=S)-c2ccccc2NC3(C)C)cc1 | 5.29*
CCN(CC)c1ccc(C2CC(=O)C3=C(C2)Nc2ccccc2NC3c2ccco2)cc1 (stereo not drawn) | 8.17*
CC(=O)Cn1cc(Cl)c(=O)c(Cl)c1 | 0.69
Cc1ccc(CSc2nc(C(=O)C(F)(F)F)c3ccccn23)cc1 | 1.34
CCOC(=O)C1=C(C)NC2=C(C(=O)CC(C)(C)C2)C1c1ccc(OC)cc1OC (stereo not drawn) | 0.08
COc1ccc(OCC(O)CN2CCC(C)CC2)cc1 (stereo not drawn) | -0.23
CC(C)(C)NC(=S)N/N=C/c1c(O)ccc2ccccc12 | 0.75
Nc1cccc(/C=C/c2nc3ccc(N)cc3[nH]2)c1 | 3.7*
CCCCOC(=O)C1=C(C)NC2=C(C(=O)CC(C)(C)C2)C1c1cc(Br)c(O)c(OC)c1 (stereo not drawn) | 0.09
O=[N+]([O-])c1c(Nc2ccc(Cl)cc2)ccc2nsnc12 | 1.6
COc1ccc(C2CC(C(F)(F)F)n3nc(C(N)=O)cc3N2)cc1OC (stereo not drawn) | -0.89
Cc1nnc(NC(=O)Cn2c(=O)oc3ccccc32)s1 | 2.27
O=C(O)CCCCCN1C(=O)CCCC1=O | -0.03
Cc1ncc(COn2c(-c3ccccc3)nc3ccccc3c2=O)c(CO)c1O | 0.84
Cn1nc(NC(=O)COCC(=O)O)c2ccccc21 | 1.43
COC(=O)CN1C(=O)C(=O)c2ccccc21 | -1.62
CCOC(=O)c1sc(NC(=O)C(CC)Sc2nc(C)cc(C)n2)nc1C (stereo not drawn) | -0.54
O=C1C(=O)N(c2ccccn2)C(c2cccc(Br)c2)/C1=C(\O)c1ccc(Cl)cc1 (stereo not drawn) | 1.55
CSc1nc(NC(=O)NS(=O)(=O)c2ccccc2Cl)nc(-c2ccncc2)n1 | -0.13
COc1ccc(-n2cc(C#N)c(=O)n(Cc3ccccc3)c2=O)cc1 | 1.86
CC(C)Sc1nnnn1-c1ccccc1 | 4.91*
COc1ccc(C2SCCN2S(=O)(=O)c2cccc(C)c2)cc1 (stereo not drawn) | 6.16*
CCOC(=O)c1ccc(NC(=S)N(CCC#N)C2CCCCC2)cc1 | -1.03
CC(=O)Nc1nc2ccccc2n1CCN(C)C | 24.1
O=C(O)CCC(=O)Nc1ccc(Br)cn1 | -0.56
O=C1CC2Sc3ccccc3N=C2N1Cc1ccccn1 (stereo not drawn) | 0.14
O=c1/c(=C/c2ccccc2Cl)sc2nc3ccccc3n12 | -0.34
Cc1c(S(=O)(=O)N2CCN(C3c4ccccc4-c4ccccc43)CC2)sc2ccc(Cl)cc12 | -1.79
O=c1c2cc(-c3ccccc3)sc2n(Cc2ccccc2)c(=O)n1-c1ccccc1 | 1.67
Cc1nnc(N2C(=O)c3oc4ccccc4c(=O)c3C2c2ccc(C(C)(C)C)cc2)s1 (stereo not drawn) | -0.68
Cc1ccc2nc(-c3sc4ccccc4c3C)cn2c1 | -3.47
CC(=O)Oc1cc(OC(C)=O)c2c(c1O)C(=O)c1ccccc1C2=O | 1.52
CC(C)=C(/C(C)=N/O)c1ccc(N(C)C)cc1 | 1.42
Cc1cc(=O)n2[nH]cc(-c3ccccc3)c2n1 | 1.45
Cn1cnnc1Sc1nc2c(c(=O)n(C)c(=O)n2C)n1Cc1ccc(F)cc1 | 0.03
CC(=O)c1ccc(NC(=O)CSCC(=O)O)cc1 | 4.35*

Other results follow.
SMILES | Dicer processing
O=C1c2ccccc2S(=O)(=O)N1CC1CC1 | -1.76
Fc1ccccc1CN1CCN(Cc2c[nH]c3ccccc23)CC1 | 3.66*
O=C1c2ccccc2C(=O)C1c1cccc2ccccc12 | -0.09
OC(Cn1cnc(-c2ccccc2)c1-c1ccccc1)Cn1ccc2ccccc21 (stereo not drawn) | -1.56
C#CCC1(Cc2c(F)cccc2Cl)C(C)=NN=C1C | 2.88
CC1(C)OC[C@@H]([C@H](O)[C@H](O)[C@H]2COC(C)(C)O2)O1 | -0.26
CCSc1nnc2c(n1)OC(c1ccc(C(=O)O)cc1)Nc1ccccc1-2 (stereo not drawn) | 0.12
Cc1c(C(=O)O/N=C(\N)c2ccc(C(C)(C)C)cc2)sc2cc(C(C)(C)C)sc12 | -0.55
O=C(O)Cn1cc(C(=O)c2cccs2)c2ccccc21 | -0.21

In the list so far, these have fluorine:
SMILES | Dicer processing
O=C(Nc1ccccc1)C1Sc2nnc(-c3ccccc3)n2NC1c1ccc(F)cc1 (stereo not drawn) | 0.09
NC(=S)CCn1cccc(C(F)(F)F)c1=O | -1.72
O=C1CC2(CCCC2)C(=O)N1c1ccc(OC(F)(F)F)cc1 | -0.75
COC(=O)C(O)(NS(=O)(=O)c1ccc(C)cc1)C(F)(F)F (stereo not drawn) | 0.35
N#Cc1c(-c2ccco2)cc(-c2cccs2)nc1OCc1ccc(F)cc1 | 0.91
Cc1nc(C(F)(F)F)ccc1C(=O)Oc1ccc2c(c1)OCO2 | -0.52
Fc1ccccc1CNCc1ccc2c(c1)OCO2 | 0.79
Cc1cccc2c1N(C(=O)c1cc(C(F)(F)F)cc(C(F)(F)F)c1)CCC2 | 0.02
O=c1c(Cl)c(Oc2cccc(C(F)(F)F)c2)cnn1-c1ccccc1 | -0.68
COC(=O)c1cnn(-c2ccc(F)cc2F)c1/C=N/NC(N)=S | -0.83
COc1ccccc1Oc1ccc(C(F)(F)F)cc1NC(=O)c1sc2ccccc2c1Cl | -0.13
O=C(Nc1nc2n(n1)C(c1ccc(F)cc1)C=C(c1ccc(Cl)cc1)N2)c1cccs1 (stereo not drawn) | 17.1*
Cc1ccc(CSc2nc(C(=O)C(F)(F)F)c3ccccn23)cc1 | 1.34
COc1ccc(C2CC(C(F)(F)F)n3nc(C(N)=O)cc3N2)cc1OC (stereo not drawn) | -0.89
Cn1cnnc1Sc1nc2c(c(=O)n(C)c(=O)n2C)n1Cc1ccc(F)cc1 | 0.03
Fc1ccccc1CN1CCN(Cc2c[nH]c3ccccc23)CC1 | 3.66*
C#CCC1(Cc2c(F)cccc2Cl)C(C)=NN=C1C | 2.88

Assay outcomes from PubChem BioAssay.
